KB-V1 MDR tox: KB-V1 MDR subline cytotoxicity | KB-V1 MDR cells viability, CellTiter-Glo, 72 h | actives 3.4% (n = 400,000) | Potency, µM (doses to about 46.1 µM), for the others: at the highest dose activity change, negative = cytotoxicity, usual class: cytotoxic; also: % is scaled to controls: 0 for no effect and ±100 for the full control effect; nearly all actives have a fitted effect of over 60% in size
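KB-V1 cells (P-gp-expressing MDR subline of KB-3-1) in phenol-red-free DMEM with 10% FBS were exposed to library compounds over a concentration series for 72 h at 37 degrees C. Viability read by CellTiter-Glo luminescence; concentration-effect curves fitted after normalization.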
HT1080 IDH1KD tx: HT-1080 IDH1 knockdown cell toxicity (counter line); HT-1080 IDH1 knockdown viability, ATP luminescence, 48 h; Potency, µM (doses to about 46.1 µM), inactives show top-dose activity, negative = toxicity, most hits filed as cytotoxic; actives 2% (n = 360,000); AID 686971;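 also: 0% = DMSO wells and -100% = cell-free medium wells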
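In this qHTS, HT-1080 cells depleted of IDH1 are exposed for 48 h at 37 °C to compound titrations. Toxicity is scored from CellTiter-Glo luminescence, with DMSO as full viability and medium alone as none.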
HT1080NT lethal: kills 2HG-producing HT-1080-NT fibrosarcoma cells. HT-1080-NT fibrosarcoma viability, CellTiter-Glo ATP luminescence, 48 h. Potency, µM (titrated, usually from 46.1 µM), without a hit: top-dose activity, negative = less viability, usual class: cytotoxic. actives 1.6% (n = 360,000). AID 686970;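 also: NT is the 2HG producing partner of a matched IDH1 knockdown line; 0% = DMSO-treated cells and -100% = media-only wells without cells; nearly all actives have a fitted effect of over 55% in size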
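HT-1080-NT; 750 cells/well; 5% FBS RPMI; 48 h compound, 37 degrees C; CellTiter-Glo luminescence; curve fitting and curve-class assignment.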
TDP-43 yeast inh: TDP-43 toxicity inhibition in yeast; TDP-43 expressing yeast growth rescue, BacTiter-Glo, 24 h; Potency, µM (series often up to 46.1 µM), for the others: at the top dose growth rescue (activation), actives largely listed as activators; actives 1.8% (n = 410,000); also: % of control where 0% means no effect; nearly all actives have a fitted effect of over 50% in size
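Galactose-induced TDP-43 yeast, OD600=0.02, compound pinned; 24 hr, 30 deg C; BacTiter-Glo luminescence for growth. Inhibitors of TDP-43 toxicity read as activators.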
SW480 rereplic: DNA re-replication induction in SW480 cells. SW480 DNA re-replication, Hoechst DNA content imaging, 48 h. Potency, µM (doses to about 46.1 µM), inactives show top-dose re-replication activation, most hits filed as activators. actives 1.8% (n = 340,000); also: % of control where 0% means no effect; nearly all actives have a fitted effect of over 55% in size
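Image-based read-out: total Hoechst fluorescence of nuclei (405 nm excitation, 500-530 nm emission), with hits raising the fraction of high-intensity nuclei. SW480 colon cells incubated 48 hr with compounds at 37 C.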
GLP1R cytotox: cytotoxicity in counter-screen for GLP-1R inverse agonists; HEK293 cAMP-luciferase reporter cells, luminescence, 24 h; actives 0.13% (n = 410,000); Potency, µM (titrated, usually from 38.3 µM), for inactives: at the top dose activity change, negative = inhibition, most hits filed as inhibitors;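 also: loss of luciferase light is scored as toxicity; % is scaled to controls: 0 for no effect and ±100 for the full control effect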
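MLSMR compounds, 24 hr on cells at 37 deg C/5% CO2; luminescence after luciferase reagent (12 min RT). Inhibition counted as the undesired cytotoxic outcome.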
KB-3-1 tox: KB-3-1 parental cell cytotoxicity. AID 1347075. KB-3-1 viability, CellTiter-Glo ATP luminescence, 72 h. actives 1.4% (n = 400,000). Potency, µM (top dose mostly 46.1 µM), for inactives: top-dose activity change, negative = cytotoxic, usual class: cytotoxic; also: % is scaled to controls: 0 for no effect and ±100 for the full control effect; nearly all actives have a fitted effect of over 60% in size
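Using CellTiter-Glo luminescence, growth of non-resistant KB-3-1 adenocarcinoma cells is assessed 72 h after pin-tool compound addition at 37 °C. Normalized responses across the concentration series yield fitted curves.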
GLP-1R agonist: activates the human GLP-1 receptor; HEK293 GLP-1R CRE-luciferase, luminescence, 4-6 h; cells express a hypersensitive GLP-1R form; actives 0.007% (n = 380,000); AID 624172; P43220; Potency, µM (titrated, usually from 45.6 µM), for inactives: at the highest dose activation, most hits filed as activators; also: % of control where 0% means no effect
Target sequence (P43220 whole entry, looked up): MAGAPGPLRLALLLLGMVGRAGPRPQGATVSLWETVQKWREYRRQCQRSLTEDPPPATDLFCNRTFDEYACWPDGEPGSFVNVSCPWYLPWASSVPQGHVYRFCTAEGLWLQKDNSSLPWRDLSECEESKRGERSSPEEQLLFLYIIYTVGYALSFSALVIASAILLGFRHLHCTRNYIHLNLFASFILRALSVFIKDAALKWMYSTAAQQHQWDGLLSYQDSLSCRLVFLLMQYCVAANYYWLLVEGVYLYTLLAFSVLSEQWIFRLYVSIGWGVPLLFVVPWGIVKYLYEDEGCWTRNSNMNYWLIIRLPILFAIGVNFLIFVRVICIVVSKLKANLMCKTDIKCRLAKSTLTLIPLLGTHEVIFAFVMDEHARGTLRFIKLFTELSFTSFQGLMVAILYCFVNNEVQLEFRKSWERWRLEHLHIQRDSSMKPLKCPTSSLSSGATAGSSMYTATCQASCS
GLP-1R inv ag: GLP-1 receptor (human) inverse agonism; HEK293 GLP-1R CRE-luciferase, luminescence, 24 h; GLP-1R form is constitutively active; Potency, µM (doses to about 38.3 µM), for the others: top-dose activity change, negative = inhibition, actives largely listed as inhibitors; actives 1.6% (n = 410,000); P43220; also: % is scaled to controls: 0 for no effect and ±100 for the full control effect; nearly all actives have a fitted effect of over 55% in size
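Inverse agonists were sought by their lowering of basal cAMP reporter luciferase output in HEK293 cells stably carrying constitutively active human GLP-1R, after 24 h compound treatment.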
* = called active by the depositor; ? = inconclusive; . = no result given; [ ] = dose if it differs, or a comment. Calls follow the shape of the dose curve; as a rule, active = well fitted curve in the direction sought with a large enough effect; inconclusive = small, poorly fitted or top-dose-only effect, or another doubt; inactive = no such curve, though single readings can be large; an effect the other way counts as inactive or inconclusive. Potency is read from the fitted curve at half-maximal effect.

mol	KB-V1 MDR tox	HT1080 IDH1KD tx	HT1080NT lethal	TDP-43 yeast inh	SW480 rereplic	GLP1R cytotox	KB-3-1 tox	GLP-1R agonist	GLP-1R inv ag
CCc1cccc2c(SCC(=O)NCC3CCCO3)nc(-c3ccc(F)cc3)nc12 (stereo not drawn)	7%	-1%[9.24 µM]	5%	-15%	-5%	7%	4%	-1%	-8%
CC(=O)c1cc(C#N)c(SCc2ccccn2)nc1C	-18%	-5%	10%	2%	?	-3%	3%	20%	51%[activator]
Cc1nnc(NC(=O)c2nc(SC(C)C)ncc2Cl)s1	-5%	.	.	?	.	1%	9%	.	-6%
O=C(c1cc(COc2ccc(F)cc2F)on1)N1CCN(C(=O)c2ccco2)CC1	.	-7%	1%	12%	1%	-2%	.	-26%	1%
O=C(Nc1nnc(-c2cccs2)o1)c1cc(-c2ccccc2)nc2ccccc12	?	?	?	-27%	?	-15%	?	-3%	?
Cc1cc(C)c(OCC(=O)N(Cc2ccc(N(C)C)cc2)C2CCS(=O)(=O)C2)c(C)c1 (stereo not drawn)	-5%	2%	-4%	-18%	7%	2%	0%	10%	-2%
O=C(CSc1nc(C2CCCCC2)nc2ccccc12)NCc1ccc2c(c1)OCO2	16%	5%	8%	1%	-21%	1%	5%	-8%	-13%
CC1Cc2nc(SCC(=O)N3CCc4ccccc43)n(C)c(=O)c2S1 (stereo not drawn)	2.6µM*	0%	-1%	-16%	-4%	-9%	-9%	4%	0%
CCCC(=O)NC(Nc1c(C)n(C)n(-c2ccccc2)c1=O)C(Cl)(Cl)Cl (stereo not drawn)	?	13%	8%	13%	-6%	-3%	3%	-7%	-6%
C/C(=N\NC(=O)COc1ccc([N+](=O)[O-])cc1)C(C)(C)C	?	-5%	-30%	-11%	3%	10%	0%	2%	1%
OC[C@@H]1CN(Cc2ccc(Cl)cc2)C[C@H](n2cnc3c(NCc4ccncc4)ncnc32)O1	7%	16%	-7%	-2%	.	5%	0%	2%	-15%
Cc1c(C(=O)NC2CCN(Cc3ccccc3)C2)oc2c(Cl)cccc12 (stereo not drawn)	-11%	?	?	-26%	?	-5%	-1%	23%	?
COc1ccccc1CNC(=O)CSc1nc(N)c(C#N)c(-c2cccs2)c1C#N	?	-18%	-11%	0%	-4%[9.22 µM]	22%	0%	2%	16%
N#C/C(=C\c1cn(Cc2ccc(F)cc2)c2ccccc12)C(=O)NCc1ccco1	3%	?	?	-4%	?	330%[activator]	0%	-2%	-22%
CCC(=O)N1c2ccccc2CC1C(=O)NCCc1ccc(SC)cc1 (stereo not drawn)	-10%	.	.	10%	.	10%	-7%	.	-17%
CC(=O)n1nc(-c2ccccc2)nc1NCc1ccc(N(C)C)cc1	-6%	-5%	-3%	12%	0%	6%	3%	11%	3%
CCCCC(O)(CCCC)C(=O)N/N=C(\C)c1ccc(Cl)cc1	-11%	-17%	-8%	-14%	-6%	-4%	-11%	4%	?
Cc1cccc(NC(=O)COC(=O)c2ccc([N+](=O)[O-])o2)c1C	-12%	0%	-4%	?	-5%	8%	-2%	0%	20%
CN(CCc1ccccn1)C(=S)Nc1ccc(Cl)cc1Cl	-17%	0%	3%	6%	-2%	-3%	12%	8%	-23%
Nc1nnnn1NCc1cccc(OCc2ccccc2)c1	-4%	-14%	-4%	0%	-1%	-9%	-5%	1%	8%
COc1ccc(CC(=O)Nc2nc(-c3ccc(OC)c(OC)c3)cs2)cc1OC	?	-29%	?	20%	1%	-1%	-15%	17%	-23%
COc1ccc(-n2c(C)n[nH]c2=O)cc1OC	0%	0%	-3%	2%	-5%	1%	2%	-5%	4%
COc1ccc(C(CCNC(C)c2ccccc2)C(C)C)cc1 (stereo not drawn)	?	?	?	0%	-20%	-26%	0%	10%	?
Cc1ccccc1C(=O)Nc1sc2c(c1C(=O)N1CCC(C)CC1)CCC(C)C2 (stereo not drawn)	-15%	.	.	27%	.	1%	-6%	.	-8%
O=C(O)c1cc(S(=O)(=O)N(Cc2ccccc2)c2cccc(C(F)(F)F)c2)ccc1Cl	0%	4%	-4%	13%	1%	-20%	5%	-5%	?
O=C(CN1C(=O)/C(=C/c2ccccc2)Sc2ccccc21)NCCCN1CCOCC1	-12%	-6%	-14%	15%	-20%	-10%	-6%	3%	9%
COc1cc(CN2CC(=O)N(c3cc(Cl)ccc3C)C2=S)cc(OC)c1OC	-1%	-3%	-27%	1%	-19%	19%	-23%	-3%	?
Cc1sc2ncnc(N3CCC(C(=O)Nc4ccc(Cl)c(Cl)c4)CC3)c2c1C	-11%	-2%	-2%	?	2%	?	?	2%	?
COc1cccc2c1OC[C@@H](CO)[C@H]2N(C)C(=O)Nc1ccc(Cl)cc1	15µM*	?	-8%	-15%	4%	1%	-1%	-16%	?
c1ccc(Cn2cc(CSc3ccccc3)nn2)cc1	1%	15%	11%	13%	-7%[9.22 µM]	-8%	15%	14%	17%
Cc1cccc(-c2nsc(SCC(=O)NCC3CCCO3)n2)c1 (stereo not drawn)	?	-22%	-19%	?	-4%	2%[0.307 µM]	?	-1%	1%[0.307 µM]
CC1=C(C(=O)NCc2cccc(F)c2)C2(CCCCC2)OC1=O	13%	.	.	14%	.	6%	3%	1%	4%
COc1ccc(Cn2cc(C(=O)c3ccc(F)cc3)c(=O)c3cc4c(cc32)OCCO4)cc1	-23%	.	.	-1%	.	2%	-5%	.	19%
O=C(O)C(SC(C(=O)O)c1ccccc1)c1ccccc1 (stereo not drawn)	5%	12%	0%	14%	-7%	27%	0%	1%	23%
CC(=O)Nc1ccc(NS(=O)(=O)c2ccc(-c3csc(C)n3)s2)cc1	0%	-6%	0%	2%	-11%	-6%	-26%	15%	7%
COc1ccc(C(=O)COC(=O)c2ccc(NC(C)=O)cc2)cc1[N+](=O)[O-]	?	0%	8%	10%	2%	-1%	17%	14%	37%[activator]
CC(C)Cn1c(CN(Cc2ccccc2)Cc2ccccc2)nc2c1c(=O)n(C)c(=O)n2C	?	-24%	-18%	?	0%	-19%	-4%	14%	?
O=C(NC1C2CC3CC(C2)CC1C3)c1ccc(N2CCNCC2)c([N+](=O)[O-])c1 (stereo not drawn)	-25%	6%	20%	-7%	-45%[inhibitor]	0%	?	9%	-29%
O=C(Nc1nnc(SCC(=O)N2CCCc3ccccc32)s1)c1ccccc1	?	1%	0%	9%	-14%	1%	6%	-32%[inhibitor]	0%
COc1ccc(S(=O)(=O)N2CCN(C(=O)C3CC3)CC2)cc1	-28%	10%	8%	-21%	0%	-5%	0%	0%	6%

Retrieved by structure from above, 2 records:
mol	KB-V1 MDR tox	HT1080 IDH1KD tx	HT1080NT lethal	TDP-43 yeast inh	SW480 rereplic	GLP1R cytotox	KB-3-1 tox	GLP-1R agonist	GLP-1R inv ag
CN(CCc1ccccn1)C(=S)Nc1ccc(Cl)cc1Cl	-17%	0%	3%	6%	-2%	-3%	12%	8%	-23%
Cc1c(C(=O)NC2CCN(Cc3ccccc3)C2)oc2c(Cl)cccc12 (stereo not drawn)	-11%	?	?	-26%	?	-5%	-1%	23%	?

Other records follow:
mol	KB-V1 MDR tox	HT1080 IDH1KD tx	HT1080NT lethal	TDP-43 yeast inh	SW480 rereplic	GLP1R cytotox	KB-3-1 tox	GLP-1R agonist	GLP-1R inv ag
O=C(CCCn1c(=O)[nH]c2cc(Cl)ccc2c1=O)NC1CCCCCC1	21µM*	2%	-4%	8%	-2%	-7%	0%	-2%	7%
COc1cc(/C=C2\N=C(c3ccccc3)OC2=O)ccc1OCc1c(C)no[n+]1[O-]	4%	1%	-4%	6%	0%	1%	21%	-6%	1%
COc1ccc(CCN(C)Cc2nc(-c3cnccn3)no2)cc1OC	1%	11%	24%	-7%	0%	0%	-1%	23%	8%
COc1ccccc1CCNC(=O)C(=O)NCC(c1ccco1)S(=O)(=O)c1ccc(C)cc1 (stereo not drawn)	4%	.	.	-24%	.	-24%	-13%	.	-23%
Cc1nonc1CN(C)C(=O)c1ccc(OC2CCN(C(=O)c3cccnc3)CC2)cc1	-8%	-1%	0%	-4%[9.22 µM]	-8%	-7%	0%	2%	-7%
Cc1ccc(NS(=O)(=O)c2ccc(CCC(=O)NC3CC3)cc2)cc1	-30%	7%	26%	-5%	-1%	-11%	18%	-18%	2%
CCOCCOC(=O)c1[nH]c2c(c1C)C(=O)CC(c1cc(OC)c(OC)c(OC)c1)C2 (stereo not drawn)	-1%	-22%	-16%	2%	3%	0%	?	3%	-1%
CC(C)CC(NC(=O)C1CCC(C)CC1)C(=O)Nc1ccccn1 (stereo not drawn)	-8%	0%	3%	23%	-16%	4%	6%	-9%	?
CC(=O)NC1=NN(C(C)=O)C(C)(c2cccnc2)S1 (stereo not drawn)	-2%	?	-3%	5%	?	-2%[7.66 µM]	5%	1%	30%[7.66 µM]
COc1ccccc1NC(CC(=O)c1ccccc1)C(=O)OCC(=O)c1ccc(F)cc1 (stereo not drawn)	1%	-2%	1%	1%	.	-16%	17%	0%	?
CCC(=O)Nc1cc(C(=O)OCC(=O)c2ccc(Cl)cc2Cl)ccc1C	?	8%	-3%	-14%	0%	-4%	-12%	4%	23%

The order is random. About 9.4% of those tested had a hit in this group.
